UTI89 phage lysis: inhibition of K1F phage lysis, E. coli UTI89, bacterial capsule biogenesis inhibitors, alamar blue (AID 488966). 0.02% of 340,000 active. E. coli UTI89 K1F phage lysis, alamar blue, 2 h; higher % means a stronger effect. inhibition, % at 100 µM; hits with a dose series show IC50 in µM;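 active means phage lysis inhibition, versus mean bacterial control, above a set limit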;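 further: capsule biogenesis inhibitors block K1F phage lysis so surviving cells raise fluorescence; higher fluorescence means more inhibition of phage lysis; actives were called in the ten point dose series up to 300 µM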
MgcRacGAP inhibition: MgcRacGAP GTPase-activating activity inhibitors, confirmation, biochemical, ADP Hunter fluorescence | one-dose inhibition, % at 30 µM; IC50 in µM for titrated hits | Rac GTPase-activating protein 1 (Homo sapiens) | MgcRacGAP-stimulated Rac1 GTP hydrolysis, ADP Hunter fluorescence; higher % means a stronger effect; GST-tagged Rac1 F28L mutant substrate | 0.6% of 340,000 active;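 active means first-screen hits whose inhibition reached a set limit at any dose in the follow-up dose series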;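 further: fluorescence reports GDP produced by GAP-driven GTP hydrolysis; strong numbers were not always called active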
NS5 inhibitors: Dengue-2 NS5 methyltransferase inhibitors, primary screen, biochemical, confirmation dose response (AID 588689) | Genome polyprotein (Dengue virus type 2 (strain 16681-PDK53)) | Dengue-2 NS5 methyltransferase capping enzyme assay, biochemical; higher % means a stronger effect | one-dose inhibition, % at 25 µM; IC50 in µM for titrated hits | 0.3% of 340,000 active; in the data active means a potency from the dose series
NS5 inhibitors pilot replicate: further read-out of NS5 inhibitors, marked with its call; inhibition, %; measured here: pilot screen replicate inhibition
Numbers without * were called inactive; [ ] = another dose, or the depositor's remark. These rows are one share of the data; the hit share may differ from the screen's.

Sample of the layout, twelve compounds:
SMILES	UTI89 phage lysis	MgcRacGAP inhibition	NS5 inhibitors	others
O=[N+]([O-])c1cc(S(=O)(=O)Nc2ccccc2)ccc1Nc1ccccc1	-1.1%	2.6%	10.1%
CCN(CC)CCNC(=O)c1ccc(NC(=O)c2cc(S(=O)(=O)N3CCCCC3)ccc2N2CCOCC2)cc1	0.0%[50 µM]	2.4%	-2.2%
c1ccc(-c2csc(CN3CCCCC3)n2)cc1	-3.3%	-1.8%	-4.7%
COCCN1CCC(CO)C1 (stereo unspecified)	4.4%	2.8%	2.7%
CCOC(=O)/C(=C/c1ccc(OC(F)F)cc1)C1=Nn2c(nnc2-c2ccc(Cl)cc2)SC1	0.7%	5.7%	-50.2%
Cn1cc(C2NC(=O)c3ccccc3N2)c2ccccc21 (stereo unspecified)	-0.5%	-2.4%	-6.5%
N=C1c2ccccc2-c2ccccc21	3.8%	-6.4%	-3.9%
Nc1ccc2c(=O)[nH][nH]c(=O)c2c1	4.5%	3.8%	0.8%
CC(CC(=O)c1ccc(F)cc1)N1CCN(c2ccccc2)CC1 (stereo unspecified)	-5.2%	3.1%	-5.4%
Cc1c(CCO)c(=O)n2n1CCCC2	1.3%	4.1%	8.5%
O=C(CNC(=O)c1cc(-c2ccccc2)nn1-c1ccccc1)Nc1ccccc1Br	0.1%[50 µM]	1.7%	0.7%
O=C1COc2cc(O)ccc21	0.2%	0.7%	-1.6%

The list itself, from the first entry:
SMILES	UTI89 phage lysis	MgcRacGAP inhibition	NS5 inhibitors	others
O=[N+]([O-])c1cc(S(=O)(=O)Nc2ccccc2)ccc1Nc1ccccc1	-1.1%	2.6%	10.1%
CCN(CC)CCNC(=O)c1ccc(NC(=O)c2cc(S(=O)(=O)N3CCCCC3)ccc2N2CCOCC2)cc1	0.0%[50 µM]	2.4%	-2.2%
c1ccc(-c2csc(CN3CCCCC3)n2)cc1	-3.3%	-1.8%	-4.7%
COCCN1CCC(CO)C1 (stereo unspecified)	4.4%	2.8%	2.7%
CCOC(=O)/C(=C/c1ccc(OC(F)F)cc1)C1=Nn2c(nnc2-c2ccc(Cl)cc2)SC1	0.7%	5.7%	-50.2%
Cn1cc(C2NC(=O)c3ccccc3N2)c2ccccc21 (stereo unspecified)	-0.5%	-2.4%	-6.5%
N=C1c2ccccc2-c2ccccc21	3.8%	-6.4%	-3.9%
Nc1ccc2c(=O)[nH][nH]c(=O)c2c1	4.5%	3.8%	0.8%
CC(CC(=O)c1ccc(F)cc1)N1CCN(c2ccccc2)CC1 (stereo unspecified)	-5.2%	3.1%	-5.4%
Cc1c(CCO)c(=O)n2n1CCCC2	1.3%	4.1%	8.5%
O=C(CNC(=O)c1cc(-c2ccccc2)nn1-c1ccccc1)Nc1ccccc1Br	0.1%[50 µM]	1.7%	0.7%
O=C1COc2cc(O)ccc21	0.2%	0.7%	-1.6%
O=S(=O)(c1cccc(Br)c1)N1CCN(c2ncnc3scc(-c4ccccc4)c23)CC1	-0.3%[50 µM]	8.1%	5.3%
O=[N+]([O-])c1cc([N+](=O)[O-])c(Oc2cccc3c2CCCC3)cc1NN1CCCCC1	2.7%	6.8%	7.6%
O=C1N(Cc2ccccc2)CC2(Br)COCOC12O (stereo unspecified)	-4.1%	3.1%	4.0%
COC(=O)CCN1CCC2CC1c1cc(-c3cccc(C)c3)ccc12 (stereo unspecified)	-0.2%	-0.7%	-2.6%
CC(C)C12NC(=O)NC(=O)N1CCS2 (stereo unspecified)	1.0%	8.4%	3.1%
O=[N+]([O-])c1ccc2c(c1)C(=Nc1ccccc1)c1ccccc1-2	0.8%	-0.9%	2.3%
COc1ccc(OC)c2nc3c(C(=O)NCCN(C)C)cccc3nc12	1.3%	26.8%	-2.4%
O=C(Nc1cc([N+](=O)[O-])c2[nH]c(=O)c3ccccc3c2c1)C(F)(F)F	1.8%	5.1%	4.6%
CS(=O)(=O)N1CCC2CC1c1cc(-c3ccccc3)ccc12 (stereo unspecified)	0.1%	1.4%	-7.9%	NS5 inhibitors pilot replicate=-5.5

High-throughput results from PubChem BioAssay.
